Screening data deposited in PubChem by National Center for Advancing Translational Sciences (NCATS).
CBFb RUNX1 block = qHTS Assay for Compounds Blocking the Interaction Between CBF-beta and RUNX1 for the Treatment of Acute Myeloid Leukemia; Runt-related transcription factor 1 (Homo sapiens) + Core-binding factor subunit beta …; 230,000 tested, under 10 active; AID 1477, 2009; Potency, µM (titrated, usually from 59.8 µM), for the others: at the highest dose activity, negative = inhibition, hits mostly inhibitors; AlphaScreen CBFb-His/RUNX1-biotin binding, biochemical; also: % of control where 0% means no effect
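Bead-based AlphaScreen assay; binding partners His-tagged CBF-beta and biotinylated RUNX1 at 30 nM each. Compound exposure 15 min after a 20-min protein preincubation; bead step 90 min; all steps at room temperature.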
Tau fluor cs = Counterscreen qHTS for Inhibitors of Tau Fibril Formation, Fluorescence Polarization; 280,000 compounds, 0.93% hits; tau K18 P301L Alexa594 fluorescence, heparin fibrillization; Potency, µM (titrated, usually from 57.7 µM), inactives show top-dose activity change, negative = decrease; also: potency is read from the fitted curve at half-maximal effect; % is scaled to controls: 0 for no effect and ±100 for the full control effect; nearly all actives have a fitted effect of over 55% in size
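Human tau K18 P301L (15 uM unlabeled, 0.24 uM Alexa 594-labeled) in 100 mM sodium acetate pH 7 with 20 uM heparin, 6 hr at 37 C. ThT 30 uM added, 1 hr ambient; Alexa 594 FP and total fluorescence read at 555/632 nm.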
TR SRC2 fluor cs = Total Fluorescence Counterscreen for Inhibitors of the Interaction of Thyroid Hormone Receptor and Steroid Receptor Coregulator 2 | TRb/SRC2 Texas Red total fluorescence interference | Potency, µM (titrated, usually from 106 µM), without a hit: at the top dose fluorescence change, negative = quenching | 280,000 compounds, 0.29% hits | AID 1479, 2009; active = well fitted curve in either direction with a large enough effect; inconclusive = small, poorly fitted or top-dose-only effect; also: potency is read from the fitted curve at half-maximal effect; % is scaled to controls: 0 for no effect and ±100 for the full control effect
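Flags fluorescent or light-absorbing compounds by total fluorescence, S + 2P, at 555 nm excitation and 632 nm emission. Mixture: 20 nM Texas Red SRC2 peptide, 0.6 uM human TRb LBD, 1 uM T3, 5% DMSO; compound exposure 5 h at ambient temperature.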
aGal spleen mod = qHTS Assay for Inhibitors and Activators of Human alpha-Galactosidase From Spleen Homogenate; Alpha-galactosidase A (Homo sapiens), P06280; human spleen homogenate, 4MU-alpha-Gal fluorescence, 40 min; Potency, µM (doses to about 80 µM), for inactives: at the highest dose activity change, negative = inhibition, hits mostly inhibitors; 240,000 compounds, 0.008% hits;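 also: potency is read from the fitted curve at half-maximal effect; 0% = enzyme with vehicle and -100% = no enzyme basal signal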
Target sequence (P06280 32-429 limits assumed): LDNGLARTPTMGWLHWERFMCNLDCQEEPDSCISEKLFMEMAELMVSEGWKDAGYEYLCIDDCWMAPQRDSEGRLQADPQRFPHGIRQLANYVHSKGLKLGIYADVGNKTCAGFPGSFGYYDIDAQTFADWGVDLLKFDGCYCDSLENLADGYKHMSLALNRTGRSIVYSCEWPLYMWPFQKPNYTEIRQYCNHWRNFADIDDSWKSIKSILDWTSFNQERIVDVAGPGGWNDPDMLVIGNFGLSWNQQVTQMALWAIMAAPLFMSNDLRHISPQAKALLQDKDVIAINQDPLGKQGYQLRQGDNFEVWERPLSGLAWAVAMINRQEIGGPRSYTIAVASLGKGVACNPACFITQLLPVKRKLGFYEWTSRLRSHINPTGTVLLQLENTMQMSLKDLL
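Human spleen homogenate (1 ug) as enzyme source, 4-methylumbelliferyl-alpha-D-galactopyranoside 1 mM final, citrate/phosphate pH 5.0 with 0.01% Tween-20. Compounds 40 min at 37C, NaOH/glycine stop; fluorescence Ex 365/Em 440, Hill-fit AC50.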
Epigenetic derep = Quantitative High-Throughput Screen for Regulators of Epigenetic Control. AID 1865, 2009. murine LDR cells, GFP reporter derepression, 30 h. Potency, µM (top dose mostly 53.9 µM), inactives show at the highest dose GFP activation, most hits filed as activators. 280,000 compounds, 0.2% hits; also: potency is read from the fitted curve at half-maximal effect; % of control where 0% means no effect; nearly all actives have a fitted effect of over 60% in size
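Murine LDR cells carrying a silenced, genomically integrated CMV-driven GFP reporter were exposed to compound for 30 hours at 37 C. After PBS washes, GFP-positive cells (20–120 um objects) were counted by laser-scanning microplate cytometry.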
NPSR antagonist = qHTS Assay for Antagonists of the Neuropeptide S Receptor: cAMP Signal Transduction. Q6W5P4. CHO-NPSR cells, cAMP TR-FRET, antagonist mode. 220,000 compounds, 1% hits. Potency, µM (series often up to 38.3 µM), without a hit: at the highest dose activity change, negative = inhibition, most hits filed as inhibitors. AID 1461, 2008; also: potency is read from the fitted curve at half-maximal effect; % is scaled to controls: 0 for no effect and ±100 for the full control effect; nearly all actives have a fitted effect of over 50% in size; many of its hits are not listed in these tables
Target sequence (Q6W5P4 whole entry, looked up): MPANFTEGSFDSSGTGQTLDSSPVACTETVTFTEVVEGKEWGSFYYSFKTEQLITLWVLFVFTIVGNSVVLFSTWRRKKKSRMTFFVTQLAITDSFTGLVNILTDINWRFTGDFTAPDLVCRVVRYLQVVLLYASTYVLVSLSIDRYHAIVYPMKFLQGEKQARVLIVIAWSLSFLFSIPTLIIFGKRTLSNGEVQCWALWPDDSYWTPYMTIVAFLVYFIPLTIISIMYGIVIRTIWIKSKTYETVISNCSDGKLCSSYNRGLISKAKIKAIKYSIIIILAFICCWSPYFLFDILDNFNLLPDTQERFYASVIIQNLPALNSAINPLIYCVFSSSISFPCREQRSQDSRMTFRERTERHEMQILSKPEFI
Tau FP inhib = qHTS for Inhibitors of Tau Fibril Formation, Fluorescence Polarization. Microtubule-associated protein tau (Homo sapiens), P10636. K18 P301L tau heparin fibrillization, Alexa594 FP, 6 h. Potency, µM (titrated, usually from 57.7 µM), inactives show top-dose activity, negative = inhibition, actives largely listed as inhibitors. 280,000 compounds, 0.39% hits; also: potency is read from the fitted curve at half-maximal effect; % is scaled to controls: 0 for no effect and ±100 for the full control effect; nearly all actives have a fitted effect of over 55% in size
Target sequence (P10636 561-689 P618L limits assumed): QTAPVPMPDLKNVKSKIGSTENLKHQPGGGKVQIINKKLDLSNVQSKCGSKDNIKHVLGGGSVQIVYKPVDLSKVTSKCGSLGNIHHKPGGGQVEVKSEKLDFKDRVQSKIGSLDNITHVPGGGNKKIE
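K18 P301L tau (15 uM unlabeled/0.24 uM Alexa 594-labeled, final) + compound + heparin 20 uM final; 100 mM NaOAc pH 7; 6 hr 37 C; ThT 30 uM final added, 1 hr RT; FP ex 555/em 632 nm.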
TRb SRC2 PPI = qHTS for Inhibitors of the Interaction of Thyroid Hormone Receptor and Steroid Receptor Coregulator 2 | Thyroid hormone receptor beta (Homo sapiens), P10828 | TRbeta-SRC2 peptide binding, fluorescence polarization; receptor liganded with 1 µM T3 | 280,000 compounds, 0.065% hits | Potency, µM (top dose mostly 106 µM), inactives show top-dose activity change, negative = inhibition, usual class: inhibitors;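 also: potency is read from the fitted curve at half-maximal effect; plate controls were bound peptide for no effect and peptide without receptor for full effect; nearly all actives have a fitted effect of over 50% in size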
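Human TRb LBD (0.6 uM) plus Texas Red-labeled SRC2 peptide (20 nM), 1uM T3, 5% DMSO, 5 hr at ambient temperature. Decreased polarization (555/632 nm) flags inhibition; data normalized to free and bound peptide controls.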
* marks the source's active call; other numbers are inactive results; u = inconclusive; x = no result given; & = joins results of further samples; [ ] = dose if it differs, or a comment. Unless noted, calls follow the shape of the dose curve; as a rule, active = well fitted curve in the direction sought with a large enough effect; inconclusive = small, poorly fitted or top-dose-only effect, or another doubt; inactive = no such curve, though single readings can be large; an effect the other way counts as inactive or inconclusive. Some of the compounds tested. The share of hits here may be higher or lower than overall.

SMILES	CBFb RUNX1 block	Tau fluor cs	TR SRC2 fluor cs	aGal spleen mod	Epigenetic derep	NPSR antagonist	Tau FP inhib	TRb SRC2 PPI
CS(=O)(=O)N1CCc2cc(C(=O)Nc3ccccc3)ccc21	0%	8%[2.34 µM]	-3%	9%	-0.1%	-1%	-4%[2.34 µM]	-7%
CCOc1ccc(NC(=O)C2CCCN(S(=O)(=O)c3c(C)n[nH]c3C)C2)cc1 (stereo not given)	4%	10%	1%	5%	0.0%	6%	0%	0%
O=C(Nc1nc(COc2ccccc2)cs1)c1ccccc1F	14%	-23%	-6%	-8%	-0.7%	0%	-14%	-1%
O=C(CN1C(=O)COc2ccc(S(=O)(=O)N3CCCCCC3)cc21)Nc1cccc(Cl)c1	x	u	-1%	x	7.4%	x	u	-2%
COc1cc(S(=O)(=O)NC2CCCCC2)c(C)cc1C	3%	1%	0%	7%	1.1%	-18%	2%	1%
COc1ccc(CCn2c(N3CCN(Cc4ccccc4)CC3)nc3c2c(=O)[nH]c(=O)n3C)cc1	4%	-1%	1%	-5%	3.1%	-27%[46.1 µM]	1%	-8%
C#Cc1ccc([C@@H]2C=C(C(=O)NC3CC3)O[C@H](OCCCCO)C2)cc1	13%	-5%	-1%	2%	0.0%	12%	-8%	8%
COc1ccc(N2CCN(C(=O)Cc3cccs3)CC2)cc1	3%	-11%	0%	5%	-4.1%	-6%[46.1 µM]	2%	0%
COc1ccc(-c2[nH]ncc2CN(Cc2nccn2C)C(C)C)cc1F	-1%	-4%	0%	-4%	5.9%	0%	-2%	-6%
O=C(O)COc1ccc2oc3ccccc3c2c1	2%	3%	2%	7%	-0.8%	-5%	1%	-3%

Just Epigenetic derep, NPSR antagonist and Tau FP inhib, for some of the entries so far:
| SMILES | Epigenetic derep | NPSR antagonist | Tau FP inhib |
| --- | --- | --- | --- |
| COc1cc(S(=O)(=O)NC2CCCCC2)c(C)cc1C | 1.1% | -18% | 2% |
| COc1ccc(CCn2c(N3CCN(Cc4ccccc4)CC3)nc3c2c(=O)[nH]c(=O)n3C)cc1 | 3.1% | -27%[46.1 µM] | 1% |

Further results:
SMILES	CBFb RUNX1 block	Tau fluor cs	TR SRC2 fluor cs	aGal spleen mod	Epigenetic derep	NPSR antagonist	Tau FP inhib	TRb SRC2 PPI
CCOc1nc(NC2CCCCC2)nc(NC(C)(C)C)n1	24%	-20%	1%	-15%	-1.2%	u	-2%	-3%
COc1ccc(C(=O)COC(=O)CCN2C(=O)C3C4CC(C(Br)C4Br)C3C2=O)cc1 (stereo not given)	0%	-24%	0%	-5%	0.0%	-7%[46.1 µM]	-2%	-2%
COc1ccc(-c2nnc(C3CCN(S(=O)(=O)c4ccc(C)c(C)c4)CC3)o2)cc1	x	-15%	-1%	x	-1.5%	x	4%	-3%
CC(=O)c1ccc(N2CCN(C(=O)C3(S(=O)(=O)c4ccc(Cl)cc4)CC3)CC2)cc1	4%	-12%	1%	-30%	-3.2%	u	7%	13%
CCCCc1c(O)nc(SCC(=O)c2ccccc2)[nH]c1=O	4%	-6%	0%	0%	0.0%	-11%[46.1 µM]	1%	8%
CCOC(=O)C1CCCN(C(=O)c2sc3nc(-c4ccc(OC)cc4)cn3c2C)C1 (stereo not given)	-6%	-10%	-2%	2%	-2.4%	-11%[46.1 µM]	1%	1%
O=C(Nc1nccs1)c1cc(S(=O)(=O)N2CCOCC2)c(Cl)cc1Cl	1%	-15%	-2%	-15%	0.0%	-17%[46.1 µM]	-7%	-2%
O=C(Nc1ccccc1N1CCOCC1)c1ccccc1NS(=O)(=O)c1ccc(F)cc1	1%	-27%	1%	5%	-0.8%	-11%[46.1 µM]	-6%	5%
COc1ccc(-c2noc(-c3ccc(NCc4ccccc4OC)c([N+](=O)[O-])c3)n2)cc1	x	-28%	1%	x	-2.6%	x	-11%	8%
CCOc1ccc(NC(=O)C2CCCN(c3ccc(Sc4ccc(C)cc4)nn3)C2)cc1 (stereo not given)	x	-7%	6%	x	-0.9%	x	-4%	-9%
CCOC(=O)C1CCCN(c2c(C(=O)c3ccc(OCC)cc3)cnc3ccccc23)C1 (stereo not given)	x	0%	u	x	-2.2%	x	8%	-8%
Cc1cccc(Cn2c(N(C)Cc3ccccc3)nc3c2c(=O)[nH]c(=O)n3C)c1	-9%	-6%	-4%	1%	0.0%	-16%[46.1 µM]	0%	-5%
CCCCC1CCC(C(=O)N2CC(=O)Nc3ccc(Br)cc3C2c2ccc(F)cc2)CC1 (stereo not given)	x	-10%	-3%	x	3.2%	x	-5%	2%
Cc1sc(-c2ccccn2)nc1OC(=O)c1cccc(Cl)c1Cl	16%	u	-1%	-7%	-0.9%	-18%[46.1 µM]	u	-15%
O=P(CCN1CCCCC1)(c1ccccc1)c1ccccc1	2%	-2%	-2%	3%	4.9%	-4%[46.1 µM]	-1%	5%
CN(NC1OC(=O)c2ccccc21)c1ncc(Cl)cc1C(F)(F)F (stereo not given)	9%	2%	-3%	5%	1.4%	11%[7.67 µM]	-2%	-4%
N#Cc1cnn2cc(CCN3CCOCC3)c(-c3ccc(F)cc3)nc12	5%	3%	-1%	1%	-1.8%	-5%	-1%	-3%
COc1ccc(C[C@H]2CN3C(=NC[C@H]3Cc3ccccc3)N2CCNC(=O)CCC2CCCCC2)cc1	11%	-1%	-2%	0%	1.9%	u	0%	-3%
CCN(CC)CCCN(Cc1cc2cc(OC)c(OC)cc2[nH]c1=O)C(=O)Nc1ccccc1	-5%	-1%	-4%	4%	-0.8%	-1%[46.1 µM]	6%	-7%
COC(=O)c1cc(C)sc1NC(=O)CC1Nc2ccccc2NC1=O (stereo not given)	u	-19%	5%	8%	-6.0%	1%	9%	-6%
CC(=O)C1=C(C)N(CC2CC2)C(=O)N[C@H]1c1ccc(Br)cc1	-3%&-4%	0%&-12%	-1%&-4%	12%&-2%	-1.6%&0.1%	-15%	8%&-5%	2%&-2%
COc1ccc(NC(=O)CSc2nc(-c3ccc(OC)cc3)[nH]c2-c2ccc(OC)cc2)cc1	x	8.9µM*[quencher]	-1%	x	3.7%	x	7%	-3%
Cc1cccc(N(CC(=O)N2CCCC2)S(=O)(=O)c2ccccc2)c1C	-3%	2%	2%	-3%	0.0%	-5%[46.1 µM]	3%	-18%
FC(F)(F)c1nnc2c(Sc3ccccn3)nc3ccccc3n12	-2%	-7%	1%	8%	4.8%	-25%[46.1 µM]	u	2%
O=c1[nH]c(/C=C/c2cccc3ccccc23)nc2ccccc12	1%	-1%	-1%	5%	u	-15%	1%	1%
CC(C)(C)NS(=O)(=O)c1ccc(OCC(=O)NCCC2=CCCCC2)cc1	12%	-15%	-5%	-17%	-0.3%	-13%[46.1 µM]	0%	-5%
CC(=O)c1ccc(N2CCN(C(=O)CCC(=O)c3cccs3)CC2)cc1	6%	-4%	1%	10%	2.4%	-5%	-4%	3%
Cc1cccc(NC(=S)N/N=C/c2cccc(O)c2)c1C	0%	-28%	-1%	6%	-1.0%	6%	-9%	2%
O=C1c2ccccc2C(=O)N1Cc1nc2ccccc2c(=O)n1CCCN1CCOCC1	3%	-1%	2%	4%	-0.9%	3%[46.1 µM]	1%	-15%
COc1ccc(Cl)cc1NC(=O)Cn1nc(Cc2ccncc2)c2ccccc2c1=O	x	-17%	-1%	x	-2.9%	x	2%	-1%
C[C@@H](C(=O)Nc1ccc2ccccc2c1)[C@H]1C[C@]1(C)[C@H](N)c1ccccc1	4%	x	0%	-10%	x	x	x	-4%
COc1ccccc1C/C(N)=N/OC(=O)COc1cccc(C)c1C	u	-5%	-5%	2%	0.9%	-32%	-2%	0%
CCO[C@H]1OC(C(=O)N2CCN(C)CC2)=C[C@@H](c2csc3ccccc23)[C@@H]1CCCO	1%	9%	-1%	13%	-0.8%	17%	9%	6%
CN(C)C(=O)c1ccc(NC(=O)CSc2nc3ccccc3[nH]2)cc1	10%	5%	-1%	-2%	-3.4%	11%	2%	0%
Cc1ccc(-n2c(=O)cc(NCc3cccnc3)[nH]c2=O)cc1	7%	3%	-1%	-1%	0.0%	-9%[46.1 µM]	1%	-16%
COc1cccc(/C=C2\SC(N)=NC2=O)c1OS(=O)(=O)c1ccccc1	1%	-12%	-1%	5%	1.3%	12%	-8%	-2%
Clc1ccc(CNc2ccccc2NCc2ccc(Cl)nc2)cn1	1%	u	-3%	-3%	0.1%	40%	3%	2%
C=CCN1C=C2C(=O)C(C)(OC(=O)C3CCCC3)C(=O)C(c3ccccc3)=C2C=C1CCCC(=O)OC (stereo not given)	9%[13.1 µM]	4%[11.6 µM]	-4%[11.2 µM]	8%[17.5 µM]	-3.3%	-9%	1%[11.6 µM]	-1%[11.2 µM]
COCCNS(=O)(=O)c1cc(OC)c(C)cc1C	4%	5%	-1%[53 µM]	4%	5.2%	-4%	6%	-7%[53 µM]
CCC(C)NC(=O)c1ccc(-n2c(=S)[nH]c3ccccc3c2=O)cc1 (stereo not given)	-6%	5%	-2%	-8%	0.4%	-11%	5%	7%
COc1cccc(C(=O)OCc2ccccc2C#N)c1O	7%	-7%	-1%	2%	0.5%	-10%[46.1 µM]	0%	-6%
CC(C)N1CCC(N2CCN(Cc3ccc4nsnc4c3)CC2CCO)CC1 (stereo not given)	8%	5%	-3%	2%	1.1%	-4%	-2%	-2%
O=C(NNC(=O)C1CCN(c2ncccn2)CC1)c1ccccc1	21%	-6%	4%	3%	0.0%	-11%	-1%	1%
